Assay outcomes: PubChem BioAssay, Broad Institute
miR-122 sensor – inhibitors of miR-122 in Huh7 cells. Huh7 miR-122 Renilla luciferase sensor, 48 h; neutral wells = 0, positive control = 100. hit rate 0.3% among 340,000. activation (reporter increase), % at 12.5 µM;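 active = mean replicate activation score at least 90 and every replicate individually at or above 90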;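 note: higher luciferase means less miR-122 activity so hits act as miR-122 inhibitors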
RAD52 anneal inh – blocks human RAD52 DNA annealing; P43351; recombinant RAD52 DNA annealing, FRET fluorescence; inhibition, % at 18.7 µM; hit rate 0.46% among 360,000; AID 651710;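 active = every replicate showing at least 50% inhibition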
Target sequence (P43351 whole entry, looked up): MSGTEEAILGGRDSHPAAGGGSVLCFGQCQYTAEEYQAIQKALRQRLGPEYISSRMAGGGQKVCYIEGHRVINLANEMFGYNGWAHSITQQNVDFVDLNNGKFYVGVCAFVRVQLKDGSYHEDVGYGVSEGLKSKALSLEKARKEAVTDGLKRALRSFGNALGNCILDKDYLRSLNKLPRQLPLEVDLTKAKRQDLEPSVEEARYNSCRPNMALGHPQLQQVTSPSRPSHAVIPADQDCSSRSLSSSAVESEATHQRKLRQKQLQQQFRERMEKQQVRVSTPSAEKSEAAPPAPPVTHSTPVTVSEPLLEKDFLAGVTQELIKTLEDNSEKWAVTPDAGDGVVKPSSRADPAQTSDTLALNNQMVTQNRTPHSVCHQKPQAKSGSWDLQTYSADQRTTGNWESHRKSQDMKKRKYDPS
ERAP1 HTS inh – inhibitors of human ERAP1 aminopeptidase; AID 652197; recombinant ERAP1, Leu-AMC fluorescence, 60 min; Q9NZ08; inhibition, % at 10.7 µM; hit rate 0.15% among 340,000;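 active = mean replicate inhibition of at least 30%, or all replicates individually reaching that 30% level; inactive = mean below 30% and not every replicate reaching it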;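 note: 0% = neutral control wells and 100% = L-leucinethiol positive control wells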
E-sel inducer – induces E-selectin expression in human endothelial cells | hit rate 0.37% among 260,000 | activation, % at 7.58 µM | AID 686992 | HUVEC E-selectin immunofluorescence imaging; normalized: neutral wells 0, TNF-alpha wells 100 | P16581;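 active = mean E-selectin-positive cell signal at least 10% of the positive control, reached in at least 60% of replicates, without over 20% cell loss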;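 note: in these data hits start at about 27%; measured in HUVEC primary endothelial cells; signal is the percent of cells scored E-selectin positive by PE staining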
Target sequence (P16581 whole entry, looked up): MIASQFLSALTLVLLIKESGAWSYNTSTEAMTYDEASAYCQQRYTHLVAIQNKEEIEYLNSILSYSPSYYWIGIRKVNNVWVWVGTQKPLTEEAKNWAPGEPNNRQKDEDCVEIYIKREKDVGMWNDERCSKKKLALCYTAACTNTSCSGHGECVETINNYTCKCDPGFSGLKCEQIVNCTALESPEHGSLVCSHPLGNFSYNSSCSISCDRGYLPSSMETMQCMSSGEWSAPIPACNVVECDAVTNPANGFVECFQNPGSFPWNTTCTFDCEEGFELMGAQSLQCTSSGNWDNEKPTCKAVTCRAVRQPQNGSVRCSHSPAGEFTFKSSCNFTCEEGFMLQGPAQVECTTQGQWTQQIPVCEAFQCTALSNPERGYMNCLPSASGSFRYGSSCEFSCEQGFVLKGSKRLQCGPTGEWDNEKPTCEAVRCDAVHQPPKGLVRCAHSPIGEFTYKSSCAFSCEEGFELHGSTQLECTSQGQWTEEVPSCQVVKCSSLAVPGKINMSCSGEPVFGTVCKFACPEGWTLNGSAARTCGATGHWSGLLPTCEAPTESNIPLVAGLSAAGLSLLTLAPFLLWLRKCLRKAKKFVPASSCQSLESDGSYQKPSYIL
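Material: HUVEC primary endothelial cells; Amount: 3,000 cells per well; Dosing: single concentration; Medium: EGM-2 growth medium on 0.1% gelatin-coated wells; Read-out basis: percent E-selectin-positive cells; Signal: immunofluorescence imaging; Control set: TNF-alpha, DMSO.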
PglD DTNB – blocks C. jejuni PglD acetyltransferase activity | hit rate 0.098% among 360,000 | purified PglD enzyme, DTNB colorimetric CoA detection | AID 602405 | inhibition, % at 12.5 µM; in the data active = inhibition above about 16%, passing the limit was not always enough; note: strong numbers were not always called active
Cneo AK release – Cryptococcus neoformans lysis via adenylate kinase release | hit rate 0.2% among 360,000 | AID 651654 | lysis activity, % at 15 µM | C. neoformans lysis, adenylate kinase release luminescence, 4 h; normalised: neutral wells 0, clomiphene wells 100;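 active = mean lysis activity across replicates of at least 80%, whatever share of replicates individually reach that level; inactive = mean lysis activity below 80%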
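Assay system: Cryptococcus neoformans yeast cells / Dosing: single-point compound dose / Timing: 4 h at 37 °C static, read 1 h later / Measured by: luminescence of released adenylate kinase using an AK detection reagent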
RAD54 branch – RAD54 (human) branch migration inhibition. hit rate 0.14% among 360,000. RAD54 Holliday junction branch migration, FAM/BHQ fluorescence. inhibition, % at 10.4 µM. Q92698. AID 602329;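 active = mean normalized replicate activity at least 40 and at least half of replicates scoring 40 or more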;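 note: 0% = median of neutral control wells and 100% = median of positive control wells; inhibitors cause a drop in the FAM fluorescence signal; in these data hits start at about 50%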
PGC1a acetyl inh – modulators of PGC1a acetylation; U2OS PGC1a acetylation, AlphaScreen anti-acetyl-lysine; with virally co-expressed GCN5 acetyltransferase; AID 651687; inhibition, % at 15.6 µM; hit rate 0.17% among 350,000;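 active = every replicate shows inhibition of at least 40%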;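 note: 0% = neutral control wells and 100% = positive control wells; some results beyond the cut were filed as inactive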
Numbers without * were called inactive; · = no result given; & = joins results of further samples; [ ] = remark or other dose.

mol | miR-122 sensor | RAD52 anneal inh | ERAP1 HTS inh | E-sel inducer | PglD DTNB | Cneo AK release | RAD54 branch | PGC1a acetyl inh
Cc1ccc(-c2cnc3c(c2)C(=O)N([C@H](C)CO)C[C@H](C)[C@H](CN(C)C(=O)c2cccnc2)O3)cc1 | 1[16.7 µM] | 2 | 2 | -0.1 | -8 | -1 | 3 | 15
COc1ccc(NC2c3ccccc3C(=O)N2c2ccccn2)cc1Cl (configuration not stated) | -7 | -7 | 5 | 0.5 | -1 | 2 | 6 | 1
CC(NCc1ccc(S(N)(=O)=O)cc1)C(=O)NCc1ccccc1 (configuration not stated) | -2 | -11 | -2 | · | -4 | 0 | -6 | ·
C[C@@H]1CCCCO[C@H](CN(C)C(=O)C2CCCCC2)[C@H](C)CN([C@@H](C)CO)C(=O)c2cc(NC(=O)Cc3ccccc3)ccc2O1 | -13[16.7 µM] | -9 | 2 | -0.2 | 0 | -1 | 3 | 4
C[C@H]1CN([C@@H](C)CO)C(=O)Cc2cc(NC(=O)Nc3ccccc3)ccc2O[C@@H]1CN(C)S(=O)(=O)c1ccc(F)cc1 | -3[16.7 µM] | 23 | 3 | 0.1 | 3 | -1 | 3 | 2
CC1(C(=O)Nc2cccnc2)Cc2c(-c3ccc4c(c3)OCO4)ccnc2O1 (configuration not stated) | -5 | -8 | 4 | 0.1 | -2 | 2 | 3 | 13
CNC[C@@H]1Oc2ncc(C#CC3CCCC3)cc2C(=O)N([C@@H](C)CO)C[C@@H]1C | -24[16.7 µM] | 23 | -7 | -0.1 | 6 | -1 | 8 | 9
CC(=O)N(C)C[C@@H]1Oc2ncc(-c3ccc(F)cc3)cc2C(=O)N([C@H](C)CO)C[C@@H]1C | 40[16.7 µM] | 2 | 0 | -0.2 | 2 | -4 | 0 | 1

mol | miR-122 sensor | RAD52 anneal inh | ERAP1 HTS inh | E-sel inducer | PglD DTNB | Cneo AK release | RAD54 branch | PGC1a acetyl inh
CSc1sc(C(=O)N(C)C)cc1S(=O)(=O)C(C)C | -3 | -19 | 0 | · | -2 | 0 | 4 | 4
O=c1cc(-c2ccccc2)nc2cc(-c3ccc(F)cc3)[nH]n12 | 18 | -12 | -2 | · | 1 | -3 | -3 | -6
CCN1CCCC1CNC(=O)Cn1nc(C)n2nc(-c3ccccc3)cc2c1=O (configuration not stated) | 6 | -3 | 0 | · | -4 | -1 | -1 | -5
Cc1ccc2nc(NC(=O)CSc3nc4ccccc4o3)sc2c1 | 0 | · | · | · | -2 | 3 | -11 | 2
O=C(NCc1ccccc1)c1ccc(-c2cn[nH]c2)c2ccoc12 | 41 | -7 | 1 | 0.1 | -1 | -2 | -1 | 16
CC1CCCC(NC(=O)COC(=O)Cc2ccc(Br)cc2)C1C (configuration not stated) | -3 | -19 | 1 | · | · | · | · | -10
Cn1c(=O)[nH]c(=O)c2c1nc(NCc1ccccc1)n2Cc1ccc(F)cc1 | · | -12 | 0 | · | 3 | 0 | -1 | ·
Cc1ccc(S(=O)(=O)N/N=C/c2cccc3nccnc23)cc1 | -6 | -9 | · | 0.4 | 1 | 6 | 3 | 12

mol | miR-122 sensor | RAD52 anneal inh | ERAP1 HTS inh | E-sel inducer | PglD DTNB | Cneo AK release | RAD54 branch | PGC1a acetyl inh
Cn1cnc(S(=O)(=O)N2CCCCN3[C@@H](CO)[C@@H](c4ccc(C#CC5CCCC5)cc4)[C@@H]3C2)c1 | -3[16.7 µM] | 13 | 5 | 0.2 | 2 | -1 | -14 | -9
COc1ccccc1NS(=O)(=O)c1ccc(C(=O)NCC2(N(C)C)CCCCC2)cc1 | · | 3 | 0 | -0.2 | 3 | -1 | -3 | -12
CC(C)C(=O)N1CCN(c2ccccc2NC(=O)c2ccc(C#N)cc2F)CC1 | 19 | -5 | -2 | 12 | -2 | 1 | -8 | -9
O=C(C[C@H]1CC[C@@H](NC(=O)Nc2ccccc2)[C@H](CO)O1)NCc1ccccn1 | · | 6 | 3 | -1.0 | -2 | 0 | -6 | 8
CCOC(=O)C1=C(Nc2ccc(Cl)cc2)OCC1=O | 2 | -6 | · | 1.4 | 5 | -2 | 0 | ·
Cn1c(=O)c(=O)n(C)c2cc(S(=O)(=O)Nc3ccc(OC(F)(F)F)cc3)ccc21 | 0 | -12 | -1 | · | -4 | 1 | -1 | 6
CCOc1ccc2nc(N/C(N)=N/S(C)(=O)=O)nc(C)c2c1 | 5 | -11 | -1 | 0.0 | -4 | -5 | 3 | 4
CCc1ccccc1NC(=O)CCC(=O)Nc1nnc(C(C)C)s1 | -5 | -5 | 0 | -0.1 | 6 | -1 | -1 | -9

mol | miR-122 sensor | RAD52 anneal inh | ERAP1 HTS inh | E-sel inducer | PglD DTNB | Cneo AK release | RAD54 branch | PGC1a acetyl inh
COCCNC(=O)c1cc(-c2ccccc2)nn1CC1CC(c2cccnc2)=NO1 (configuration not stated) | 0 | · | · | 0.3 | 3 | -2 | -5 | 4
COc1ccc(CC(=O)Nc2c(C(=O)N3CCN(c4ccccc4OC)CC3)oc3ccccc23)cc1OC | 9 | -17 | -3 | · | 0 | 4 | -17 | 9
CCOC(=O)c1cc(CC)sc1/N=C/C1C(=O)CCCC1=O | -3 | -13 | 2 | · | · | · | · | 8
OC(CCCC(O)c1ccccc1)c1ccccc1 (configuration not stated) | 5 | -2 | 1 | 3.6 | -2 | 1 | 2 | 4
Cc1ccc(C)c(N(CC(=O)NC2CCCCC2)C(=O)CNC(=O)c2ccco2)c1 | -3 | -13 | -6 | · | 0 | 4 | 4 | 7
CCN(c1ccc(NC(=O)CSc2nnc3nc(C)cc(C)n23)cc1)C(C)C | -2 | · | · | · | -5 | -8 | 4 | 2
Nc1nc(-c2cccnc2)nn1C(=O)COc1ccccc1 | -11 | · | · | · | 2 | 2 | 4 | ·
CC(C)NC(=O)Nc1cccc2c1O[C@H](CN(C)C(=O)Nc1ccc(F)cc1)[C@@H](C)CN([C@@H](C)CO)C2=O | 0[16.7 µM] | 0 | -2 | 0.9 | -1 | -1 | 11 | 7

mol | miR-122 sensor | RAD52 anneal inh | ERAP1 HTS inh | E-sel inducer | PglD DTNB | Cneo AK release | RAD54 branch | PGC1a acetyl inh
Cc1cc(NC(=O)CN2C(=O)NC(CC(C)C)C2=O)no1 (configuration not stated) | -1 | -4 | -4 | · | -2 | 0 | -3 | 6
CC(C)(C)n1nc2c(c1NC(=O)c1cccs1)CS(=O)C2 (configuration not stated) | 8 | · | · | · | 1 | -1 | -4 | 24
Cc1ccc2cc(CN(CC3CCCO3)C(=O)c3cccs3)c(=O)[nH]c2c1 (configuration not stated) | · | -5 | -2 | -0.1 | -3 | 2 | -1 | ·
O=C(O)c1ccc(/C=C2/SC(=S)N(Cc3ccccc3)C2=O)cc1 | 3 | -4 | 0 | 0.3 | 2 | 0 | -4 | 5
Cc1nc2ccc(NC(=O)c3cc(Cl)ccn3)cc2s1 | -1 | -70 | 9 | · | -1 | -3 | -4 | ·
CN(CC(=O)Nc1ccc(F)c(F)c1F)C(=O)/C=C/c1ccco1 | · | -25 | 0 | 0.5 | 5 | 0 | -1 | 3
CO[C@H]1CN(C)C(=O)c2ccc(NC(=O)c3cc(C)on3)cc2OC[C@H](C)N(C(=O)C2CC2)C[C@H]1C | 2[16.7 µM] | -2 | -3 | 0.0 | 1 | -1 | -9 | ·
N/C(=N\OC(=O)/C=C/c1ccccc1Cl)c1ccncc1 | · | -7 | -4 | -0.1 | · | · | · | -1

In a second layout: results already given.
Second line of a record: miR-122 sensor | RAD52 anneal inh | ERAP1 HTS inh | E-sel inducer | PglD DTNB | Cneo AK release | RAD54 branch | PGC1a acetyl inh
- O=C(O)c1ccc(/C=C2/SC(=S)N(Cc3ccccc3)C2=O)cc1
 : 3 | -4 | 0 | 0.3 | 2 | 0 | -4 | 5
- Cc1nc2ccc(NC(=O)c3cc(Cl)ccn3)cc2s1
 : -1 | -70 | 9 | · | -1 | -3 | -4 | ·

Next part:
mol | miR-122 sensor | RAD52 anneal inh | ERAP1 HTS inh | E-sel inducer | PglD DTNB | Cneo AK release | RAD54 branch | PGC1a acetyl inh
CCOC(=O)C1=NNC(C(=O)c2ccc(OC)cc2)C1c1ccccc1 (configuration not stated) | 0 | · | · | · | 6 | -9 | 0 | 2
C[C@H](CO)N1C[C@H](C)[C@@H](CN(C)S(=O)(=O)c2ccccc2)Oc2c(NS(=O)(=O)c3cccs3)cccc2C1=O | -1[16.7 µM] | -16&-4 | 0&-2 | -0.1&0.4 | 0&0 | 1&0 | 13&-5 | 1
CCCN1CCN(CCCNC(=O)c2ccc3nc(N4CCCCC4)sc3c2)CC1 | -10 | 27 | 0 | 0.0 | -4 | 0 | 15 | -8
Cc1noc(NS(=O)(=O)c2ccc(N/C=C/C(=O)c3ccc4c(c3)OCO4)cc2)c1C | 16 | · | · | · | -4 | -4 | -6 | ·
COc1ccccc1NC(=O)Cc1cccs1 | 0 | · | · | · | -10 | 0 | -9 | -5
O=C(NC(Cc1ccccc1)C(=O)O)/C(=C/c1ccccc1)NC(=O)c1ccccc1 (configuration not stated) | · | · | · | 17 | -4 | 4 | -3 | ·
C[C@@H]1CN([C@@H](C)CO)C(=O)c2cccc(NC(=O)CCCCCC(=O)Nc3ccccc3N)c2O[C@H]1CN(C)Cc1ccc(-c2ccccc2)cc1 | · | -10 | -1 | 0.2 | · | · | · | -32
N#C[C@@H]1[C@H](c2ccccc2C2=CCCC2)[C@@H](CO)N1C(=O)c1cccc(F)c1 | · | -5 | -1 | 0.0 | · | · | · | -10

mol | miR-122 sensor | RAD52 anneal inh | ERAP1 HTS inh | E-sel inducer | PglD DTNB | Cneo AK release | RAD54 branch | PGC1a acetyl inh
CC(C)Oc1ccc(S(=O)(=O)N2CCOCC2)cc1NC(=O)CC1OC(=O)c2ccccc21 (configuration not stated) | -5 | -14 | 0 | 3.8 | 5 | 1 | 5 | 6
O=C1CN(C(=O)COC(=O)COc2ccccc2)c2ccccc2N1 | 1 | 5 | 0 | · | -1 | -1 | -3 | -3
CN(C)S(=O)(=O)c1ccc(Cl)c(NC(=O)CN2C(=O)NC3(CCc4ccccc43)C2=O)c1 (configuration not stated) | -4 | -23 | 1 | -0.4 | -3 | 0 | -2 | -8
N#C[C@H]1[C@@H](c2ccccc2C2=CCCC2)[C@H](CO)N1C(=O)C1CCCC1 | · | -16 | 2 | -0.1 | · | · | · | 7
O=C(C[C@H]1CC[C@H]2NC[C@@H](O)COC[C@@H]2O1)NC1Cc2ccccc2C1 | -5[16.7 µM] | -4 | 1 | -0.2 | 1 | 0 | 1 | 0

Gathered by group, the compounds so far containing an NH in an aromatic ring.
mol | miR-122 sensor | RAD52 anneal inh | ERAP1 HTS inh | E-sel inducer | PglD DTNB | Cneo AK release | RAD54 branch | PGC1a acetyl inh
O=c1cc(-c2ccccc2)nc2cc(-c3ccc(F)cc3)[nH]n12 | 18 | -12 | -2 | · | 1 | -3 | -3 | -6
O=C(NCc1ccccc1)c1ccc(-c2cn[nH]c2)c2ccoc12 | 41 | -7 | 1 | 0.1 | -1 | -2 | -1 | 16
Cn1c(=O)[nH]c(=O)c2c1nc(NCc1ccccc1)n2Cc1ccc(F)cc1 | · | -12 | 0 | · | 3 | 0 | -1 | ·
Cc1ccc2cc(CN(CC3CCCO3)C(=O)c3cccs3)c(=O)[nH]c2c1 (configuration not stated) | · | -5 | -2 | -0.1 | -3 | 2 | -1 | ·
